DDE Tn6 FP inh = disrupts Tn6 cyclic peptide binding to fibrin D-Dimer-E complex; Fibrin DD(E) TRITC-Tn6 fluorescence polarization displacement; actives 0.21% (n = 370,000); inhibition, % at 8.3 µM;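 active = inhibition above a per-campaign cutoff: mean of compounds within control limits plus 3 SD, cut at about 15% in these data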;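 note: 0% = median of all compound wells on the plate and 100% = blocking peptide control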
ADAM17 inh = inhibitors of human ADAM17 | P78536 | recombinant ADAM17, EDANS/DABCYL FRET peptide cleavage | inhibition, % at 6.95 µM | actives 0.83% (n = 370,000);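 active = inhibition above the mean of compounds lying between control limits plus 3 SD, set per campaign, cut at about 8.5% in these data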;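 note: 0% = DMSO-only wells as the low control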
ASAP1 GAP inh = blocks human ASAP1-stimulated Arf1 GTP hydrolysis | Q9ULH1 | AID 624377 | GDP FP detection | actives 0.19% (n = 360,000) | inhibition, % at 16.5 µM; in the data active = inhibition above about 25%;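 note: 0% = vehicle with enzyme and substrate and 100% = no enzyme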
MBD2 DNA inh = MBD2-methylated oligo binding inhibition; inhibition, % at 4.4 µM; Q9UBB5; actives 0.31% (n = 370,000); TR-FRET, MBD2 binding to methylated oligonucleotide; in the data active = inhibition above about 13%
Tn7 DDE FP = DD(E)-Tn7 binding inhibition, primary FP screen; P02675; FP displacement of FITC-Tn7 peptide from fibrin DD(E); 0% = median of compound wells per plate; inhibition, % at 8.3 µM; actives 0.13% (n = 370,000); AID 720508;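 active = inhibition above the mean of compounds falling within the control limits plus 3 SD of them, cut at about 14% in these data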;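 note: 0% = plate median of compound wells and 100% = 10 µM Aha-Tn7 peptide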
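Assay system: Fibrin-DD(E) protein isolated from polymerized human fibrin clots; read-out basis: percent inhibition; medium: Tris/NaCl/CaCl2 buffer, pH 7.8; signal: FP measurement; incubation: 10 min plus 3 h, room temperature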
PLCb3 inh = blocks human PLC-beta3 enzyme activity; Q01970; Purified PLC-beta3, fluorogenic substrate, fluorescence; inhibition, % at 12.2 µM; actives 0.18% (n = 370,000); in the data active = inhibition above about 11%;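 note: 0% = median of compound wells on plate and 100% = full blocker control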
PLC-gamma1 inh = blocks human PLC-gamma1 enzyme activity. inhibition, % at 12.2 µM. actives 0.84% (n = 370,000). AID 720700. P19174. purified PLC-gamma1, fluorogenic substrate, fluorescence; in the data active = inhibition above about 9.5%
UHRF1 MBD2 ctr = UHRF1 methyl-DNA binding inhibition | UHRF1 binding to methylated oligo, TR-FRET | inhibition, % at 4.4 µM | actives 0.75% (n = 370,000) | AID 687016; in the data active = inhibition above about 21%;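 note: UHRF1 SRA domain binding a hemimethylated CpG hairpin DNA probe; 0% = median of test compound wells and 100% = reference inhibitor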
Target sequence (Q96T88 whole entry, looked up, the tested form may be a part): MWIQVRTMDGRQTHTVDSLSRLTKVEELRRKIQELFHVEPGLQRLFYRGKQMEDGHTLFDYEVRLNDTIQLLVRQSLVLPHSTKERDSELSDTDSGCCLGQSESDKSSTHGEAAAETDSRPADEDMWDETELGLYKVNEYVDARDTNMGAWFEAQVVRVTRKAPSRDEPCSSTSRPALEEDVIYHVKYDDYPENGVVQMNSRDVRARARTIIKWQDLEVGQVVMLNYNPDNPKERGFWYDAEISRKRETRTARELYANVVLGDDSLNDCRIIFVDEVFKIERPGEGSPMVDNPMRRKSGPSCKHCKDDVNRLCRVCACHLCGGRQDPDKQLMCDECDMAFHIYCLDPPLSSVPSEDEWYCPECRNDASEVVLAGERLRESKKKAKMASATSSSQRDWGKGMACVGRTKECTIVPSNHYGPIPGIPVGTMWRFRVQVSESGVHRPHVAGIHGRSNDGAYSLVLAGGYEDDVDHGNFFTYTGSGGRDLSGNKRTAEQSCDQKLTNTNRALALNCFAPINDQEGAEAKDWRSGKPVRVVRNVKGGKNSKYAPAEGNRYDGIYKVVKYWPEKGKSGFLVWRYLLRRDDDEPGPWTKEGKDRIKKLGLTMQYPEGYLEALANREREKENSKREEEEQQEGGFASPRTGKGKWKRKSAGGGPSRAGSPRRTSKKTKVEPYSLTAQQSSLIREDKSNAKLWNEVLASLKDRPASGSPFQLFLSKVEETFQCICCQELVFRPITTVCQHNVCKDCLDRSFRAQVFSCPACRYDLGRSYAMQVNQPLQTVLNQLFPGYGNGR
ARFGAP1 inh = inhibitors of rat ARFGAP1; Q62848; inhibition, % at 16.5 µM; actives 0.26% (n = 360,000); Arfgap1-stimulated ARF1 GTP hydrolysis, GDP FP detection; AID 651572;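 active = inhibition above a per-plate limit, mean inhibition of low control wells plus 3 SD, cut at about 25% in these data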;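 note: 0% = DMSO wells with enzyme and 100% = wells lacking Arfgap1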
Target sequence (Q62848 1-136 limits assumed): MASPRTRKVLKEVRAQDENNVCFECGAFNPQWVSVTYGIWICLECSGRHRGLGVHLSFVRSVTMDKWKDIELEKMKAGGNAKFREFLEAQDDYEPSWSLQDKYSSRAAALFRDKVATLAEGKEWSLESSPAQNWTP
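system = rat Arfgap1 catalytic domain, aa 1-136 | technique = FP, GDP Alexa 633 tracer displaced from anti-GDP antibody, 620/688 nm | compound = one concentration, 16.5 µM, DMSO 1.26% | medium = HEPES-based buffer, pH 7.5 | timing = compound-enzyme preincubation 20 min, reaction 120 min, detection 60 min, 25 °C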
KLK7 zymogen act = proKLK7 (human) activation, primary screen | P49862 | purified proKLK7, EDANS-DABCYL substrate fluorescence; 100% is mature enzyme control, 0% vehicle | activation, % at 7 µM | actives 0.9% (n = 370,000) | AID 652039;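 active = activation above the mean of all tested compounds plus 3 SD, computed per campaign excluding outliers beyond control limits, cut at about 13% in these data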
Numbers without * were called inactive; . = no result given.

SMILES | DDE Tn6 FP inh | ADAM17 inh | ASAP1 GAP inh | MBD2 DNA inh | Tn7 DDE FP | PLCb3 inh | PLC-gamma1 inh | UHRF1 MBD2 ctr | ARFGAP1 inh | KLK7 zymogen act
O=C(c1ccccc1)c1ccc(NCCCn2ccnc2)c([N+](=O)[O-])c1 | 3 | 1 | 5 | -8 | 6 | 0 | 5 | -5 | 8 | 0.2
Cc1occc1C(=O)Nc1cccc(C(F)(F)F)c1 | 6 | 1 | 2 | -2 | 1 | 0 | 4 | 0 | -2 | -0.4
O=C(c1cnc2c(c1)COc1ccc(Cl)cc1-2)c1ccccc1O | 1 | -1 | -12 | 1 | 5 | 2 | 12* | 2 | 6 | 0.6
CC(C)(C)c1nc(-c2ccccc2)nc2c1OCCC2 | 6 | -3 | -9 | 2 | -3 | 1 | -4 | 2 | -3 | 0.5
Cn1c(=O)cc(SCC(=O)Nc2ccc3c(c2)OCO3)c2ccccc21 | -6 | 1 | 9 | 7 | 8 | -8 | 0 | 1 | 7 | 0.3
N/C(=N\N=C\c1ccco1)SC1CC(=O)N(c2ccccc2)C1=O (stereo unspecified) | 3 | -4 | 14 | 4 | 4 | -4 | 4 | -3 | -3 | -0.1
O=C(Cc1ccc2c(c1)OCCO2)Nc1cc(C(F)(F)F)ccc1N1CCOCC1 | 2 | 0 | 3 | -1 | 3 | 1 | 4 | 1 | 2 | 0.5
O=C(CCSc1ccc(Cl)cc1)NC12CC3CC(CC(C3)C1)C2 | 0 | 0 | -9 | 2 | 3 | -2 | -3 | 3 | -3 | -0.5
CCOC(=O)C1=C(N)N(c2ccccc2Oc2ccccc2)C(=O)C1 | -1 | 2 | 11 | -1 | -2 | 0 | -1 | -1 | -2 | -1.3
COc1ccc(C(C#N)=Cc2cccc(OC)c2OC)cc1 | -5 | -10 | -5 | -4 | -6 | -89 | -66 | 1 | 14 | -1.2
CCC(OC(=O)CN1C(=O)C(=O)c2ccccc21)C(=O)Nc1ccc(S(N)(=O)=O)cc1 (stereo unspecified) | 2 | 3 | -10 | -7 | 3 | 2 | 0 | -1 | -4 | 0.0
Cn1c(N)c(C(=O)COC(=O)c2cccc(S(=O)(=O)NCc3ccccc3)c2)c(=O)n(C)c1=O | -6 | -1 | 7 | 0 | -2 | 0 | 0 | 0 | 3 | 0.0
Cc1ccc(C)c(NC(=O)CSc2nnc(C)c(=O)n2N)c1 | 3 | -2 | 8 | 7 | 5 | -2 | 1 | -4 | 11 | -0.6
CC(=O)Nc1ccccc1NS(=O)(=O)c1cccc([N+](=O)[O-])c1 | -8 | -3 | -5 | 1 | 3 | -1 | 0 | 4 | 9 | 0.1
Cc1c(C(=O)n2cnc3ccccc32)cccc1[N+](=O)[O-] | 2 | -2 | -1 | 4 | 2 | -5 | 0 | 1 | 4 | -0.5

Five entries from above, arranged by their value in Tn7 DDE FP, largest number first:
Structure	DDE Tn6 FP inh	ADAM17 inh	ASAP1 GAP inh	MBD2 DNA inh	Tn7 DDE FP	PLCb3 inh	PLC-gamma1 inh	UHRF1 MBD2 ctr	ARFGAP1 inh	KLK7 zymogen act
O=C(c1cnc2c(c1)COc1ccc(Cl)cc1-2)c1ccccc1O	1	-1	-12	1	5	2	12*	2	6	0.6
O=C(CCSc1ccc(Cl)cc1)NC12CC3CC(CC(C3)C1)C2	0	0	-9	2	3	-2	-3	3	-3	-0.5
Cc1c(C(=O)n2cnc3ccccc32)cccc1[N+](=O)[O-]	2	-2	-1	4	2	-5	0	1	4	-0.5
CC(C)(C)c1nc(-c2ccccc2)nc2c1OCCC2	6	-3	-9	2	-3	1	-4	2	-3	0.5
COc1ccc(C(C#N)=Cc2cccc(OC)c2OC)cc1	-5	-10	-5	-4	-6	-89	-66	1	14	-1.2

The results go on:
SMILES | DDE Tn6 FP inh | ADAM17 inh | ASAP1 GAP inh | MBD2 DNA inh | Tn7 DDE FP | PLCb3 inh | PLC-gamma1 inh | UHRF1 MBD2 ctr | ARFGAP1 inh | KLK7 zymogen act
Cc1ccc(NS(=O)(=O)c2cc(C(=O)OCC(=O)NCC3CCCO3)ccc2C)cc1 (stereo unspecified) | 6 | 3 | 1 | 1 | -9 | -4 | 2 | 6 | 9 | 0.1
CCCCn1c(SCC(=O)NC2CC2)nc2cc(C(=O)OC)ccc2c1=O | 3 | -5 | -4 | 4 | 1 | 4 | 1 | 1 | -6 | -0.1
O=C(/C=C/c1ccccc1Cl)Nc1ccccc1 | -9 | 2 | 12 | 2 | 1 | -2 | 1 | 0 | 11 | 0.6
CCC1CCCCN1C(=O)CSc1nnc(N)s1 (stereo unspecified) | 5 | -2 | -4 | -5 | 4 | 4 | 3 | 0 | -12 | -0.1
Cc1cc(Cl)ccc1OC(C)c1nnc(N)s1 (stereo unspecified) | 4 | -7 | 4 | 2 | 5 | -4 | -3 | 2 | 5 | -0.1
O=C(CN1C(=O)NC(Cc2c[nH]c3ccccc23)C1=O)Nc1ccccc1Br (stereo unspecified) | -6 | 4 | -3 | -2 | 3 | -5 | -1 | 3 | -3 | -0.1
CCOc1ccc(CNC(=O)C2CCN(S(=O)(=O)CC)CC2)cc1OC | 4 | -1 | 13 | 0 | -2 | 2 | -1 | 1 | -2 | -0.5
COc1cccc(C(=O)N/N=C(\CC(C)C)c2ccccc2)c1 | 4 | -1 | 1 | 0 | 3 | 0 | 1 | -4 | 3 | -0.4
CCCCSc1cc(C)nc(N)n1 | 11 | 1 | 1 | -9 | 3 | -5 | 2 | 0 | -10 | 0.6
Cn1nc(C(=O)NCCN2CCOCC2)c2ccccc2c1=O | -7 | -2 | -6 | 5 | -1 | 1 | -1 | 8 | 2 | 0.0
CCOc1ccccc1N(CC(=O)Nc1ccc2c(c1)OCO2)S(C)(=O)=O | 9 | -1 | 10 | 1 | 2 | 3 | 5 | -2 | 6 | 0.1
CC(=O)c1cc(-c2ccc(Cl)c(C(F)(F)F)c2)c(=O)n2c1CCC2 | -7 | -13 | . | -7 | 0 | -20 | -18 | 0 | . | 0.7
O=C1C=C(c2ccc3c(c2)oc2ccccc23)C[C@@H](c2ccc(Cl)cc2)C1 | 1 | 5 | 16 | -2 | -4 | 9 | 7 | 4 | 5 | -0.1
OCCCNCc1ccc(N(c2ccccc2)c2ccccc2)cc1 | -7 | 0 | -4 | 2 | 5 | -13 | -3 | 5 | 17 | -0.4
COc1cc(OC)cc(C(=O)N[C@H](C(=O)Nc2cc(F)ccc2C)C(C)C)c1 | -6 | -4 | 0 | -1 | -4 | 1 | 3 | -2 | -7 | -0.1
COc1ccc(-c2nnn(CC(=O)NC(=O)NC3CCCCC3)n2)cc1OC | -2 | -1 | 16 | -3 | -10 | 0 | 0 | 3 | 6 | 0.0
N#Cc1ccccc1S(=O)(=O)N1CCN(CC(O)CN2CCOCC2)CC1 (stereo unspecified) | 3 | -2 | -16 | -2 | 0 | 0 | 9.7* | 4 | 9 | -0.8
C(=C\c1ccccc1)/CN1CCN(C(c2ccccc2)c2nnnn2Cc2ccccc2)CC1 (stereo unspecified) | 3 | 8 | 24 | 1 | -3 | 0 | 5 | 4 | 17 | 0.0
CC(C)CNC(=O)c1cc(S(=O)(=O)N2CCOCC2)ccc1N1CCCC1 | 5 | -1 | -9 | 0 | 2 | -8 | -1 | 0 | 6 | -0.2
CC(C)(C)n1nnnc1C(c1ccc(F)cc1)N1CCC(C(N)=O)CC1 (stereo unspecified) | -3 | -2 | 2 | 1 | 0 | -6 | -1 | -1 | 11 | -0.3
C=CCN=C1NC(c2cccc(F)c2)C(C(=O)OC)=C(C)N1Cc1ccccc1C(F)(F)F (stereo unspecified) | -3 | 0 | -8 | -2 | -2 | 3 | 0 | 1 | 6 | 1.5
COc1cc(C(=O)NN=Cc2ccc(N(C)C)cc2)cc(OC)c1OC | 4 | -5 | 13 | -6 | 5 | -152 | -107 | -3 | 4 | -1.1
O=C(NCc1ccc(F)cc1)c1cc(C2CCCCN2C(=O)CCc2ccccc2)on1 (stereo unspecified) | 2 | -3 | 2 | 0 | 1 | -1 | 0 | 2 | 4 | 0.5
CC1CCN(c2ccc([N+](=O)[O-])cc2C(=O)N2CCOCC2)CC1 | -3 | 2 | 6 | -3 | 2 | -5 | 5 | 3 | -5 | -0.2
COc1ccc2nc(SCC(=O)NC3CCCCC3C)[nH]c2c1 (stereo unspecified) | -2 | 1 | -12 | 1 | -7 | -4 | 1 | -2 | -8 | 0.1
CCn1c(=O)c(C(=O)Nc2nc3ccccc3[nH]2)c(O)c2ccccc21 | 3 | -11 | 9 | 6 | 0 | -48 | -28 | 0 | 4 | -1.4
COC(=O)c1cc(OC)c(OC)cc1NC(=O)Nc1cccc(C(C)=O)c1 | 2 | -4 | 7 | 2 | 6 | -2 | 0 | 0 | 0 | -0.1
CC(=O)c1c(C)[nH]c(C(=O)OCc2cccc(C)c2)c1C | -8 | -2 | 5 | 6 | -1 | -10 | 1 | 0 | 0 | 0.0
Nc1nc(SCCO)[nH]c(=O)c1NC(=O)c1ccc(Br)o1 | 4 | 0 | 1 | 2 | 0 | -11 | 1 | 0 | -2 | -0.3
COc1ccc(C)cc1NC(=O)c1ccccc1N(C)S(=O)(=O)c1ccccc1 | -4 | -1 | 0 | 6 | 2 | -6 | -1 | 0 | -16 | -0.1

Part of the list above in order of number of heavy atoms, low to high.
SMILES | DDE Tn6 FP inh | ADAM17 inh | ASAP1 GAP inh | MBD2 DNA inh | Tn7 DDE FP | PLCb3 inh | PLC-gamma1 inh | UHRF1 MBD2 ctr | ARFGAP1 inh | KLK7 zymogen act
CCn1c(=O)c(C(=O)Nc2nc3ccccc3[nH]2)c(O)c2ccccc21 | 3 | -11 | 9 | 6 | 0 | -48 | -28 | 0 | 4 | -1.4
CC(C)CNC(=O)c1cc(S(=O)(=O)N2CCOCC2)ccc1N1CCCC1 | 5 | -1 | -9 | 0 | 2 | -8 | -1 | 0 | 6 | -0.2
COc1ccc(-c2nnn(CC(=O)NC(=O)NC3CCCCC3)n2)cc1OC | -2 | -1 | 16 | -3 | -10 | 0 | 0 | 3 | 6 | 0.0

Remaining list, next part
SMILES | DDE Tn6 FP inh | ADAM17 inh | ASAP1 GAP inh | MBD2 DNA inh | Tn7 DDE FP | PLCb3 inh | PLC-gamma1 inh | UHRF1 MBD2 ctr | ARFGAP1 inh | KLK7 zymogen act
COC(=O)c1ccccc1NC(=O)C1CCN(S(=O)(=O)c2cc(OC)ccc2OC)CC1 | 4 | -3 | -3 | 3 | -1 | -2 | -2 | 3 | -11 | 0.2
O=[N+]([O-])c1cccc(S(=O)(=O)N2CCN(S(=O)(=O)N3CCCCCC3)CC2)c1 | -1 | 0 | 6 | 2 | 2 | -5 | 1 | 1 | 11 | 0.3
Cc1c(C(=O)NC2CC2)oc2ccc(S(=O)(=O)N3CCCCCC3)cc12 | -8 | -3 | 6 | 6 | 2 | -1 | -3 | 1 | 0 | 0.4
CCN(CC)C(=S)SCC(=O)Nc1ncc2c(n1)CC(C)(C)CC2=O | 0 | -4 | 3 | 6 | -3 | -6 | 0 | 1 | 1 | 0.3
CNS(=O)(=O)c1cccc(C(=O)OCC(=O)Nc2ccc(N3CCCCC3)cc2)c1 | -1 | 1 | -6 | 3 | -9 | 0 | 2 | 1 | 6 | -0.6
Cc1[nH]c(=O)c(C#N)c(C)c1CCC(=O)N(C)CC(=O)Nc1ccc(Cl)c(Cl)c1 | -2 | 0 | 10 | 0 | -10 | 0 | -1 | 1 | -16 | 0.3

Bioassay records: PubChem BioAssay, The Scripps Research Institute Molecular Screening Center
